Compound activity as filed in PubChem BioAssay.
RSV antiviral HEp-2 = inhibition of RSV-induced cytopathic effect – HEp-2 cells, primary 10 µM value included (AID 2391). 0.13% of 310,000 active. CPE inhibition, % at 10 µM; hits with a dose series show IC50 in µM. HEp-2 cells, RSV-induced CPE inhibition; higher % means a stronger effect; in the data active means a potency from the dose series; further: strong numbers were not always called active
Salmonella PhoP GFP = PhoP-dependent GFP reporter repression – Salmonella Typhimurium, primary screen (AID 1863); S. Typhimurium PhoP-regulated promoter GFP reporter, 4 h; higher % means a stronger effect; one-dose inhibition, % at 50 µM; IC50 in µM for titrated hits; 0.16% of 300,000 active;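 active means inhibition over 29.93%, a cutoff 3 SD above the screen mean, later confirmed by dose response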;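 further: 0% = low Mg2+ inducing control and 100% = high Mg2+ repressing control; strong numbers were not always called active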
Myeloid diff 2 = promotes myeloid progenitor differentiation. 1% of 360,000 active. calls only at 10 µM. ER-HoxA9 myeloid progenitors, lysozyme-GFP differentiation, flow cytometry;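 active means normalized GFP-positive differentiation at or above the plate's own cutoff, the solvent-only control mean plus 3 SD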;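 further: cells exposed to compound for four days before flow analysis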
Myeloid diff 2 GFP+ MAC1+ % = also measured in Myeloid diff 2; calls as there; GFP+ MAC1+ double positive, %; measured here: differentiation confirmed by MAC1 staining
Numbers without * were called inactive; i = inactive; & = joins results of further samples. Some of the compounds tested; count on the stated rates, not on these rows.

Screens in order – RSV antiviral HEp-2	Salmonella PhoP GFP	Myeloid diff 2	Myeloid diff 2 GFP+ MAC1+ %
1	CCNc1nc(NCC)n2c(SCC(=O)Nc3ccc(Br)cc3F)nnc2n1
→ 1.0%	-1%	i	0.6
2	O=C(CN1C(=O)c2ccc([N+](=O)[O-])cc2C1=O)NCC1CCCO1 (stereo not given)
→ -0.4%	0%	i	1.0
3	OCC1OC(n2cnc3c(NCCc4ccccc4)ncnc32)C(O)C1O (stereo not given)
→ -0.1%	-5%	i	0.9
4	COc1ccc(C(=O)OCC(=O)Nc2ccc3[nH]c(=O)[nH]c3c2)c(OC)c1OC
→ 1.4%	-3%	i	0.8
5	CCn1nnc2cc(C(=O)Nc3cc(OC)cc(OC)c3)ccc21
→ -3.0%	0%	i	0.2
6	Cc1nc2c(C)cccn2c(=O)c1NC(=O)c1ccc(Br)o1
→ -2.1%	3%	i	0.7
7	Cc1ccc(S(=O)(=O)N2CCN(C(=S)NCC3CCCO3)CC2)cc1 (stereo not given)
→ 0.2%	-2%	i	0.9
8	C=C(C(=O)Nc1ccccc1)c1ccc(C)cc1
→ 0.4%	5%	i	2.0
9	COc1ccccc1C(=O)COC(=O)Cn1[nH]c(=O)c2ccccc2c1=O
→ 0.0%	-3%	i	0.9
10	CC(OC(=O)CC1CCCC1)C(=O)Nc1ccc(S(N)(=O)=O)cc1 (stereo not given)
→ -1.2%	-3%	i	1.1
11	Cc1cc(C(=O)NC2CCCC(C)C2C)c2ccccc2n1 (stereo not given)
→ 1.7%	-6%	i	1.0
12	O=C(COC(=O)Cc1c[nH]c2ccccc12)NC1CCS(=O)(=O)C1 (stereo not given)
→ -0.1%	3%	i	1.0
13	COC(=O)c1ccc2nc(C3CCCCC3)c3c(c2c1)CCC3
→ 0.9%	4%	i	2.4
14	CC1(C)Cc2cccc(OCC(=O)Nc3ccc(S(N)(=O)=O)cc3)c2O1
→ 0.1%	-2%	i	0.9
15	CS(=O)(=O)c1ccc(Cl)c(NC(=O)c2cc(S(=O)(=O)N3CCOCC3)ccc2N2CCCC2)c1
→ -1.5%	-9%	i	0.7
16	COc1ccc(NC(=O)CSc2nc(=O)n(CCN(C)C)c3c2CCCC3)cc1OC
→ -0.7%	-3%	i	0.6
17	O=C(O)Cn1cc(F)c(=O)[nH]c1=O
→ 0.5%	7%	i	0.9
18	CC(NS(=O)(=O)CCNC(=O)c1ccccc1)c1ccccc1 (stereo not given)
→ -1.0%	-2%	i	0.7
19	C#CCOCCOCCOCCNc1nc(N2CCN(C(=O)CCCCCCCCCCNC(=O)[C@H](CCCCN)n3cc(CCCC(=O)O)nn3)CC2)nc(N2CCN(C(=O)CCCCCCCCCCNC(=O)[C@H](CCCCN)n3cc(CCCC(=O)O)nn3)CC2)n1
→ 4.3%	-12%	i	1.7
20	CCN(CC)c1ccc(S(=O)(=O)N2CCOCC2)cc1NC(=O)CSc1nncs1
→ -0.2%	-2%	i	0.4
21	Cc1ccc(C2(C)NC(=O)N(CC(=O)Nc3ccccc3N3CCCC3)C2=O)cc1 (stereo not given)
→ 3.2%	3%	i	0.9
22	COc1cccc(NC(=O)CN(C)C(=O)c2cccc(S(=O)(=O)N3CCN(c4ccc(F)cc4)CC3)c2)c1
→ 9.6%	1%	i	0.8
23	Cc1ccc(CN2[C@@H](CC(C)C)COCCS2(=O)=O)cc1
→ 0.1%	6%	i	1.4
24	Cc1nc(-c2ccc(F)cc2)c(CC(=O)N(C)CC(=O)Nc2ccc(F)cc2)s1
→ 2.6%	-4%	i	0.5
25	COc1ccc(S(=O)(=O)N2CCC(C(=O)NC3(C)CCS(=O)(=O)C3)CC2)cc1OC (stereo not given)
→ -2.0%	-5%	i	1.4
26	N#Cc1ccsc1NC(=O)C1CCN(C(=O)c2ccc(Cl)cc2)CC1
→ 7.6%	-1%	i	1.4
27	CC(C)n1cnnc1SCC(=O)Nc1ccc(N2CCCCC2)cc1
→ -1.9%	-6%	i	1.0
28	O=C(c1ccccc1Cc1ccccc1)N1CCN(S(=O)(=O)c2ccccc2Br)CC1
→ 45%	0%	i	0.7
29	CCN(CC)CCCn1c2c(c(SCC(=O)N3CCc4ccccc43)nc1=O)CCC2
→ -3.0%	-8%	i	0.9
30	CC(OC(=O)CCN=C1NS(=O)(=O)c2ccccc21)C(=O)N(C)c1ccccc1 (stereo not given)
→ -0.9%	-4%	i	0.4
31	O=C(NCC(=O)N1CC=C(c2ccccc2)CC1)c1ccco1
→ 3.0%	-6%	i	0.3
32	CC(OC(=O)Cc1n[nH]c(=O)c2ccccc12)C(=O)Nc1ccc(F)cc1 (stereo not given)
→ 0.3%	-8%	i	0.5
33	Cc1ccccc1OCCC(=O)Nc1ccccc1C(=O)NC1CC1
→ 3.2%	-1%	i	0.4
34	COc1ccc(S(=O)(=O)N2CCOC23CCN(S(=O)(=O)c2ccc(Cl)cc2)CC3)cc1
→ 7.0%	-8%	i	0.9
35	O=C(COc1ccc(Cl)cc1)NNC(=O)c1ccc2c(=O)n3c(nc2c1)CCC3
→ -0.3%	2%	i	0.9
36	C#CCNC(=O)C1=C[C@H](C)C[C@H](OCc2ccc(CO)cc2)O1
→ 1.5%	-6%	i	0.9
37	Cc1ccc(NC(=O)CN2C(=O)NC3(CCCC3)C2=O)nc1
→ 2.3%	8%	i	0.3
38	O=C(COC(=O)c1cc(S(=O)(=O)N2CCCCC2)ccc1N1CCOCC1)c1ccccc1
→ -0.3%	0%	i	0.9
39	CCCN(C(=O)c1ccccc1Cc1ccccc1)C1CCS(=O)(=O)C1 (stereo not given)
→ -0.1%	4%	i	1.0
40	CCCC(CCC)C(=O)O
→ -0.1%&-2.1%	5%&-5%	i	2.5&1.5
41	CC1(C)c2[nH]c3ccccc3c2C[C@H]2C(=O)N(Cc3ccccc3)C(=O)N21
→ 0.6%	10%	i	1.4
42	CCN(CC(=O)Nc1ccccc1C(F)(F)F)C(=O)/C=C/c1ccc(Cl)c([N+](=O)[O-])c1
→ -1.2%	-5%	i	0.6
43	CCOC(=O)C1CCN(C(=O)COC(=O)c2ccc(=O)n(Cc3ccccc3)n2)CC1
→ -0.8%	-1%	i	0.4
44	CCN1CCN(c2ccc(S(=O)(=O)N3CCOCC3)cc2NC(=O)CCC(C)C)CC1
→ 0.6%	-5%	i	0.3
45	CCCCN1C(=O)C(=O)N(CC(=O)Nc2cc(S(=O)(=O)N(C)C)ccc2C)C1=O
→ 0.5%	-1%	i	1.1
46	CC1CCN(S(=O)(=O)c2ccc(C(=O)OC(C)C(=O)N(C)C3CCCCC3)cc2)CC1 (stereo not given)
→ 4.9%	-2%	i	0.8
47	O=C(NCC(c1ccco1)N1CCc2ccccc2C1)c1ccccc1Br (stereo not given)
→ 14%	-2%	i	0.4
48	O=C(CCNC(=O)c1ccc(Br)cc1)NCc1cccnc1
→ -2.0%	-4%	i	1.0
49	CCCN(C(=O)CSCC(=O)Nc1ccc(OC)cc1)c1c(N)n(Cc2ccccc2)c(=O)[nH]c1=O
→ 0.5%	3%	i	1.3
50	O=C(COC(=O)CCNS(=O)(=O)c1ccccc1)NNC(=O)c1ccccc1
→ -0.7%	-7%	i	0.9
51	Cc1ccc(NC(=O)c2cnc(SCC(=O)NCC3CCCO3)n(C)c2=O)cc1C (stereo not given)
→ 3.7%	0%	i	1.3
52	CCN(CC)S(=O)(=O)c1ccc(C(=O)NNC(=O)c2csc(N3CCOCC3)n2)cc1
→ 0.4%	2%	i	0.7
53	CCC1(c2ccccc2)NC(=O)N(CC(=O)Nc2ccc(Cl)c(S(=O)(=O)N3CCCCC3)c2)C1=O (stereo not given)
→ 19%	2%	i	1.0
54	CC(C)CNC(=O)C1Nc2ccc(OC(F)(F)F)cc2C2C=CCC12 (stereo not given)
→ 0.5%	-10%	i	1.3
55	Cc1ccc(S(=O)(=O)N(Cc2c(F)cccc2Cl)C(=O)N2CCN(C)CC2)cc1
→ -0.1%	-3%	i	0.8
56	COc1ccc(CN(C)C(=O)c2ccc(OCC(=O)Nc3cccc(C(F)(F)F)c3)c(OC)c2)c(OC)c1
→ 6.8%	-6%	i	0.8
57	Cc1ccc(S(=O)(=O)N2CCOCC2)cc1NC(=O)COC(=O)C1=COCCO1
→ -0.9%	-10%	i	0.3
58	COC(=O)c1ccc(OC(=O)CCS(=O)(=O)c2ccc(C)cc2)cc1
→ -1.5%	-9%	i	1.1
59	CCC(=O)c1ccc(OCC(=O)OCC(=O)NC2CCCC2)cc1
→ -1.6%	-3%	i	0.7
60	CCCN(CC(=O)Nc1ccccc1C)C(=O)C1CCN(S(=O)(=O)c2cccc(C(F)(F)F)c2)CC1
→ -0.6%	3%	i	0.6

7 neighbouring entries out of the list so far, for reference:
Screens in order – RSV antiviral HEp-2	Salmonella PhoP GFP	Myeloid diff 2	Myeloid diff 2 GFP+ MAC1+ %
31	O=C(NCC(=O)N1CC=C(c2ccccc2)CC1)c1ccco1
→ 3.0%	-6%	i	0.3
32	CC(OC(=O)Cc1n[nH]c(=O)c2ccccc12)C(=O)Nc1ccc(F)cc1 (stereo not given)
→ 0.3%	-8%	i	0.5
33	Cc1ccccc1OCCC(=O)Nc1ccccc1C(=O)NC1CC1
→ 3.2%	-1%	i	0.4
34	COc1ccc(S(=O)(=O)N2CCOC23CCN(S(=O)(=O)c2ccc(Cl)cc2)CC3)cc1
→ 7.0%	-8%	i	0.9
35	O=C(COc1ccc(Cl)cc1)NNC(=O)c1ccc2c(=O)n3c(nc2c1)CCC3
→ -0.3%	2%	i	0.9
36	C#CCNC(=O)C1=C[C@H](C)C[C@H](OCc2ccc(CO)cc2)O1
→ 1.5%	-6%	i	0.9
37	Cc1ccc(NC(=O)CN2C(=O)NC3(CCCC3)C2=O)nc1
→ 2.3%	8%	i	0.3

(cont.)
Screens in order – RSV antiviral HEp-2	Salmonella PhoP GFP	Myeloid diff 2	Myeloid diff 2 GFP+ MAC1+ %
61	CCc1cc(Cn2nc(-c3ccccc3)cc2C(=O)NCCOC)on1
→ 1.1%	-4%	i	1.5
62	COc1cccc(NC(=O)CN(C)C(=O)Cn2cnc3ccccc3c2=O)c1
→ -2.6%	-2%	i	1.4
63	COc1ccc(C)c2sc(N(CCCN(C)C)C(=O)c3ccc4c(c3)OCCO4)nc12
→ -2.8%	-7%	i	0.4
64	O=C(CNS(=O)(=O)c1c(F)cc(F)cc1Br)OCC(=O)N1CCCC1=O
→ 0.8%	6%	i	0.4
65	Cc1cccc(C(=O)OC(C)C(=O)NC2CCCc3ccccc32)c1O (stereo not given)
→ 1.1%	-6%	i	1.0
66	Cc1ccsc1C(=O)Nc1ccccc1N1CCCC1
→ -1.2%	-2%	i	0.8
67	COc1cc(C(=O)Nc2ccc(C)c(S(=O)(=O)N(C)C)c2)ccc1OCC(=O)N1CCOCC1
→ -1.1%	3%	i	0.8
68	Cc1cccc(C(C)C)c1NC(=O)C(C)OC(=O)Cn1cnc2c1c(=O)n(C)c(=O)n2C (stereo not given)
→ -0.9%	-1%	i	0.9
69	O=S(=O)(Nc1cccc(-c2ccc(N3CCOCC3)nn2)c1)c1cc(Cl)ccc1Cl
→ 8.9µM*	-4%	i	0.4
70	Cc1ccc(S(=O)(=O)N2CCC(C(=O)OCc3ccccc3)CC2)cc1C
→ -1.6%	-3%	i	1.1
71	Cc1ccc(C)c(S(=O)(=O)N2CCCC2CNC(=O)C(=O)NC2CCCCCC2)c1 (stereo not given)
→ 1.7%	8%	i	0.3
72	CCN(c1ccccc1)S(=O)(=O)c1ccc(C(=O)Nc2ncccc2C)cc1
→ 0.3%	-4%	i	0.8
73	Cc1cc(S(=O)(=O)NCCC2=CCCCC2)ccc1Br
→ 18%	1%	i	0.9
74	COc1ccc(CCNC(=O)c2ccc(NS(=O)(=O)c3ccc4[nH]c(=O)[nH]c4c3)cc2)cc1
→ -2.4%	0%	i	0.4
75	CCN(CC(=O)Nc1c(F)cccc1F)C(=O)CNC(=O)c1ccc(Br)o1
→ -1.3%	2%	i	0.7
76	COc1ccc(CNC(=O)COC(=O)CCn2c(C)csc2=O)cc1OC
→ 3.9%	-3%	i	1.1
77	Cc1csc(=O)n1CCC(=O)OCC(=O)c1c(N)n(CC(C)C)c(=O)n(C)c1=O
→ 10%	4%	i	0.5
78	Cc1ccccc1NC(=O)C(C)OC(=O)CCC(=O)N(CC(C)C)c1c(N)n(CC(C)C)c(=O)[nH]c1=O (stereo not given)
→ -1.9%	-4%	i	1.0
79	Cc1cccc(NC(=O)COc2coc(CN3CCc4ccccc4C3)cc2=O)c1
→ 7.1%	-8%	i	1.1
80	O=C(COc1coc(CN2CCN(Cc3ccccc3)CC2)cc1=O)Nc1ccccc1
→ 0.8%	7%	i	0.3
81	CC1(c2ccccc2)NC(=O)N(CC(=O)Nc2ccc(N3CCOCC3)cc2N2CCOCC2)C1=O (stereo not given)
→ 1.2%	4%	i	0.6
82	CCOC(=O)C1=C(CCc2ccccc2)NC(=O)NC1c1ccc(C#N)cc1 (stereo not given)
→ 7.2%	0%	i	2.2
83	Cc1ccc(S(=O)(=O)N(C)C)cc1NC(=O)COC(=O)Cc1ccsc1
→ -0.1%	6%	i	1.2
84	CN(CC(=O)Nc1ccccc1Cl)C(=O)COC(=O)C1CC1
→ -0.7%	-4%	i	0.5
85	CCOC(=O)C1CCN(C(=O)COC(=O)c2cc([N+](=O)[O-])ccc2N2CCOCC2)CC1
→ -0.3%	-1%	i	0.5
86	CC1CCN(C(=O)COc2coc(CN3CCc4ccccc43)cc2=O)CC1
→ -0.3%	0%	i	1.2
87	Nc1ncnc2c1ncn2C1OC(C(=O)NC2CC2)C(O)C1O (stereo not given)
→ 0.3%	-9%	i	1.8
88	Cc1c(C)n2c(SCC(=O)N3CC(C)OC(C)C3)nnc2[nH]c1=O (stereo not given)
→ -1.1%	-1%	i	0.9
